# Nrf2 block – inhibitors of Nrf2 signaling; A549 ARE-Fluc reporter, luciferase luminescence, 18-24 h; Potency, µM (titrated, usually from 46 µM), without a hit: top-dose activity change, negative = inhibition, most hits filed as inhibitors; 360,000 tested, 2.1% active; AID 504444; further: potency means the concentration at half of the fitted maximal effect; on the % scale 0 is the no-effect control and ±100 the full control effect; nearly all actives have a fitted effect of over 60% in size
#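 Nrf2 activity is the BugLite luminescence, read 15 min after reagent at room temperature, following CellTiter-Fluor cytotoxicity readout (30 min, 37C). Compound titrations were applied for 18-24 h to 5000 A549 ARE_Fluc cells/well in 5% FBS OPTI-MEM.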
# MCF10A rerep – DNA re-replication induction in MCF 10a cells; MCF 10A DNA re-replication, Hoechst nuclear intensity, 48 h; Potency, µM (highest dose often 46.1 µM), for the others: at the highest dose activity, positive = re-replication, usual class: activators; 350,000 tested, 2.9% active; AID 624296; further: potency means the concentration at half of the fitted maximal effect; % of control where 0% means no effect; nearly all actives have a fitted effect of over 50% in size
# A549 tox – kills or reduces viability of A549 cells in Nrf2 counter-screen; A549 ARE-Fluc cells, CellTiter-Fluor viability, 18-24 h; Potency, µM (doses to about 46 µM), for inactives: at the top dose activity change, negative = cytotoxicity, usual class: inhibitors; 390,000 tested, 0.16% active; AID 504648; further: potency means the concentration at half of the fitted maximal effect; on the % scale 0 is the no-effect control and ±100 the full control effect
#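 A549 ARE_Fluc cells in 5% FBS OPTI-MEM were exposed to compounds in concentration-response for 18-24 h at 37 deg C. Viability was read by CellTiter-Fluor fluorescence (Ex 405/Em 525) after 30 min, before the luciferase read.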
# IL-1B inflam inh – inhibitors of inflammasome signaling (IL-1 beta secretion) | THP-1 LPS/ATP IL-1B secretion, AlphaLISA, 16 h; stronger effect = lower value | activity change, % at 57.5 µM | 360,000 tested, 4.7% active; in the data active means activity change below about -50%; inconclusive means mostly about -30% to -49%; further: on the % scale 0 is the no-effect control and ±100 the full control effect
#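 THP-1 cells pretreated 1 hr with compounds (up to 57.5 uM final), then stimulated with LPS (250 ng/mL final) plus ATP (1.25 mM final); secreted IL-1B measured by AlphaLISA after 16 hr, decreased signal indicating inhibition.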
# HepG2 tox – counter-screen for TGF-b inhibitors: cytotoxicity in HepG2 cells; HepG2 CAGA-GFP viability, ATP luminescence, 18 h; Potency, µM (top dose mostly 46.1 µM), for inactives: top-dose activity change, negative = cytotoxicity, actives largely listed as cytotoxic; 410,000 tested, 0.76% active; AID 588856; further: potency means the concentration at half of the fitted maximal effect; some results filed as inactive show a strong effect at the top dose
#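 HepG2 CAGA-GFP cells (1000/well, DMEM with 1% FBS) received compound, then TGF-beta at 500 pg/mL final, and were incubated 18 hours at 37 degrees C. Viability was read by CellTiter-Glo luminescence. Media-only wells were set as complete cell-killing and DMSO as no toxicity.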
# ATXN2 expr inh – ATXN2 expression inhibition | HEK-293 ATXN2-luciferase reporter, luminescence, 24 h | 360,000 tested, 0.72% active | AID 1745845 | Potency, µM (series often up to 57 µM), for inactives: at the highest dose activity change, negative = inhibition, actives largely listed as inhibitors; further: potency means the concentration at half of the fitted maximal effect; on the % scale 0 is the no-effect control and ±100 the full control effect; nearly all actives have a fitted effect of over 55% in size
#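 qHTS (up to 57 uM final) was run with 24 h compound exposure of reporter cells at 37 °C. Each well was multiplexed: SteadyGlo luminescence measured ATXN2-luciferase expression after a fluorogenic Gly-Phe-AFC viability readout (25 uM final).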
# Nrf2 activator – activates Nrf2 signaling; AREc32 ARE-luciferase reporter (MCF7-derived line), luminescence, 24 h; AID 624171; 410,000 tested, 0.31% active; Potency, µM (doses to about 46.1 µM), for the others: at the top dose activation, actives largely listed as activators; further: potency means the concentration at half of the fitted maximal effect; % of control where 0% means no effect; nearly all actives have a fitted effect of over 65% in size
#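 Reporter line AREc32 (ARE-Fluc), seeded overnight in OPTI-MEM with 5% FBS; compound pin-transferred, 24 hr at 37 deg C, 5% CO2; luminescent read-out.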
# TGFb inhibitor – TGF-b pathway inhibition; HepG2 CAGA-GFP TGF-b/SMAD3 reporter, GFP fluorescence, 18 h; TGF-beta stimulated, 500 pg/mL final; Potency, µM (doses to about 46.1 µM), inactives show top-dose activity, negative = inhibition, actives largely listed as inhibitors; 410,000 tested, 1.2% active; AID 588855; further: potency means the concentration at half of the fitted maximal effect; on the % scale 0 is the no-effect control and ±100 the full control effect; nearly all actives have a fitted effect of over 65% in size
#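 GFP signal (ex488/em500-530) from TGF-beta-stimulated HEPG2 CAGA-GFP cells, 500 pg/mL final, 18 h at 37 degrees C in DMEM plus 1% FBS, normalized to unstimulated and DMSO-stimulated controls.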
# S2 tox – viability counter-screen for ATXN expression inhibitors | Potency, µM (doses to about 56.7 µM), actives largely listed as cytotoxic | S2 cells (HEK-293 line with an ATXN2-luciferase reporter) viability, CellTiter-Fluor protease fluorescence, 24 h | 400,000 tested, 0.49% active | AID 651635; further: potency means the concentration at half of the fitted maximal effect; nearly all actives have a fitted effect of over 40% in size
# An asterisk follows results filed as active; i = inactive; ? = inconclusive; . = no result given; [ ] = remark or other dose. Unless noted, the call rests on the fitted dose curve; in most records, active means well fitted curve in the direction sought with a large enough effect; inconclusive means small, poorly fitted or top-dose-only effect, or another doubt; inactive means no such curve, though single readings can be large; an effect the other way counts as inactive or inconclusive.
SMILES,Nrf2 block,MCF10A rerep,A549 tox,IL-1B inflam inh,HepG2 tox,ATXN2 expr inh,Nrf2 activator,TGFb inhibitor,S2 tox
COc1ccc(CCn2nnc3ccccc3c2=O)cc1OC,.,.,.,-9,1%,.,4.2%,1%,?
CC1CC(C)CN(CCCNC(=O)c2ccc(CS(=O)(=O)Cc3ccccc3F)o2)C1 (stereo unspecified),5%,3%,14%,8,-2%,-6%,-0.8%,-1%,i
CC1N=C2c3ccccc3N=C(SCC(=O)NCc3ccc(Cl)cc3)N2C1=O (stereo unspecified),.,.,-8%,.,-3%,-10%,5.8%,19%,?
CCN(CC(=O)Nc1ccc(OC)cc1)C(=O)c1ccc2c(c1)NC(=O)C(C)S2 (stereo unspecified),6%,8%,-1%,23,6%,8%,1.8%,?,i
CCOc1ccc(-n2c(-c3ccccc3)nnc2-c2ccccc2)cc1,1%,12%,0%,-11,-2%,1%,0.2%,3%,i
O=C(Nc1cc([N+](=O)[O-])ccc1N1CCOCC1)c1ccco1,-4%,-5%,2%,2,14%,-8%,4.9%,0%,i
CCCCn1c(SCC(=O)O)nc2ccccc21,-14%,-6%,3%,1,-16%,2%,0.0%,-5%,i
CC(=O)c1ccc(NC(=O)c2noc3c2CSc2ccccc2-3)cc1,6%,.,-1%,.,-11%,.,1.0%,0%,.
CCC(CC)C(=O)Nc1nnc(CCc2ccccc2)s1,-1%,1%,6%,14,-11%,-4%,2.2%,4%,?
Cc1ccc(C2(C)NC(=O)N(CC(=O)N(Cc3ccccc3)C(C)(C)C)C2=O)cc1 (stereo unspecified),-2%,1%,1%,?,3%,-2%,0.6%,-1%,i
CN1CCn2cnc(C(=O)Nc3ccc(Cl)cc3)c2C1=O,.,.,.,-27,-1%,6%,2.7%,0%,i
COCCCN1CN(S(=O)(=O)c2ccc(Cl)cc2)c2nc3ccccc3nc21,-4%,?,0%,-11,-4%,-4%,0.6%,14%,i
Cc1cccc(CC(C)NC(=O)c2cc(COc3ccc(F)cc3F)on2)n1 (stereo unspecified),4%,7%,0%,?,-5%,36%[activator],0.1%,4%,i
COc1ccc(NC(=O)Nc2ccc(F)cc2)cn1,7%,-3%,0%,-3,-5%,.,0.3%,5%,i
C=CCN(C(=O)Cn1nnc2ccccc21)C(C(=O)NCCOC)c1ccc(OC)cc1OC (stereo unspecified),0%,-9%,-1%,13,-5%,-1%,-0.7%,-9%,i
CSc1nc(N)n2nc(C)cc2n1,.,.,.,0,10%,15%,0.4%,14%,i
Cc1ccc(C)c(CSCc2nc3ccccc3[nH]2)c1,2%,18µM*,0%,0,-30%,-28%,-0.5%,-28%,i
CCN(Cc1ccccc1)S(=O)(=O)c1ccc(C(=O)N(CCCN(C)C)c2nc3c(C)c(C)ccc3s2)cc1,18µM*,16µM*,?,-84*,-102%,0%,1.3%,?,?
O=C(CSc1nc2ccsc2c(=O)n1Cc1ccc(F)cc1)NCc1ccc(Cl)cc1,-11%,.,-2%,.,-1%,6%,-0.8%,1%,i
COc1ccc(CN(C)C(=O)c2cnc(C)cn2)c(OC)c1OC,2%,-18%,12%,41,-10%,.,-0.2%,6%,i
Cc1ccccc1NCN1C(=O)C2C3C=CC(C3)C2C1=O (stereo unspecified),0%,0%,-2%,17,-7%,2%,-1.3%,0%,i
CCOc1ccc(-c2cc(CCCC(=O)NCCCOC)no2)cc1,?,9%,-6%,4,4%,-14%,-2.2%,0%,i
COc1cccc(C(=O)NNC(=O)C(=O)Nc2cccc(Cl)c2C)c1,9%,8%,2%,-30,-9%,10%,-0.8%,12%,i
CCOC(=O)C(NCc1ccco1)(NC(=O)c1ccccc1)C(F)(F)F (stereo unspecified),4%,1%,-10%,13,2%,-3%,0.5%,1%,?
CCOC(=O)c1c2c(n(Cc3ccccc3)c1C)C(=O)C(=O)c1ccccc1-2,?,3.3µM*,?,-100*,-106%,19µM*,-2.2%,?,15µM*
# Later entries:
SMILES,Nrf2 block,MCF10A rerep,A549 tox,IL-1B inflam inh,HepG2 tox,ATXN2 expr inh,Nrf2 activator,TGFb inhibitor,S2 tox
COc1ccc(C(=O)C2CCCN(C(=O)c3ccc4nccnc4c3)C2)c(C)c1 (stereo unspecified),11%,1%,-2%,0,5%,4%,0.4%,11%,i
COC1OC2COC(c3ccccc3)OC2C(OC(C)=O)C1OC(C)=O (stereo unspecified),-3%,-1%,-1%,19,11%,9%,-0.2%,1%,i
C#CCOc1ccc(CNC[C@H]2O[C@@H](n3cnc4c(N)ncnc43)[C@H](O)[C@@H]2O)cc1,-1%,-2%,1%,9,-20%,0%,-1.0%,-8%,i
O=C1c2ccccc2C(O)N1Cc1ccccc1 (stereo unspecified),1%,-5%,-2%,10,5%,-5%,-0.2%,-18%,?
CC(C)Cc1nnc(NC(=O)c2ccc3c(c2)OCCO3)s1,?,-4%,-2%,-5,-20%,5%,-1.4%,-3%,i
COC(=O)c1c(Oc2ccc(C(C)=O)cc2)nnc(-c2ccccc2)c1-c1ccccc1,-15%,.,0%,.,-18%,?,3.2%,?,?
CCOc1ccc(-c2nnc(SCC(=O)NC3CCCC3)nc2-c2ccc(OCC)c(OC)c2)cc1OC,.,.,-2%,.,4%,.,3.5%,32%,.
Cc1cc(C)cc(NC(=O)Nc2ccc(N3CCCCC3)cc2)c1,0%,?,-12%,-7,-52%,46%[activator],11%,?,i
CCN(CC(=O)NCc1ccc(F)cc1)C(=O)c1cccc(S(=O)(=O)N(C)c2ccc(OC)cc2)c1,?,23%,-13%,0,-7%,1%,2.3%,-6%,i
O=C(Cn1ncc2ccc(Cl)cc21)NCc1ccc(F)cc1,22%,.,9%,.,7%,-6%,0.0%,-9%,i
O=C(NCc1ccccc1)C(=O)c1cn(CC(=O)N2CCOCC2)c2ccccc12,8%,7%,7%,-10,10%,.,1.8%,1%,i
CN(CC(=O)N1CC=C(c2ccccc2)CC1)S(=O)(=O)c1ccc2c(c1)c(=O)n(C)c(=O)n2C,1%,15%,12%,-5,-13%,-20%,5.3%,?,i
COc1ccccc1NC(CC(=O)c1ccccc1)C(=O)OCC(=O)c1ccc(F)cc1 (stereo unspecified),?,?,2%,0,-4%,112%[activator],13%[9.22 µM],4%,i
CC1CCc2onc(C(=O)N3CCN(c4ccc(Cl)cc4)CC3)c2C1 (stereo unspecified),21µM*,.,-4%,.,-5%,.,-0.2%,-13%,.
O=c1cnn(Cc2c(Cl)cccc2Cl)c2ccccc12,?,?,0%,25,-13%,6%,-0.5%,2%,i
CCn1c2c(c(=O)n3ncc(C(=O)Nc4ccc(F)c(Cl)c4)c13)CN(Cc1ccc(OC)cc1)CC2,.,.,0%,.,-7%,-3%,3.1%,?,?
O=C(Nc1ccc(-c2csc(Nc3ccc(Cl)cc3)n2)cc1)c1ccccc1,-10%,3%,-1%,12,-6%,-1%,8.9%,-4%,i
Cc1ccc(CS(=O)(=O)Cc2ccc(C(=O)NCCCN3CC(C)CC(C)C3)o2)cc1 (stereo unspecified),-7%,2%,9%,?,-28%,-13%,-1.5%,-4%,i
COc1ccc(CCN(Cc2nc3ccccc3c(=O)[nH]2)C(=O)c2ccco2)cc1,-16%,10%,-8%,3,7%,1%,0.3%,-4%,i
CN1CCN(C2=NCCO2)CC1,6%,-4%,-4%,10,-3%,24%,0.0%,-3%,i
CCOc1ccccc1C(=O)NCC(=O)NCCc1ccc(S(N)(=O)=O)cc1,7%,-4%,0%,12,-2%,?,0.3%,-18%,?
C(=C\c1ccccc1)/CN1CCN(C(c2ccccc2)c2nnnn2C2CCCCC2)CC1 (stereo unspecified),.,.,.,-29,-1%,10%,-0.9%,-6%,i
CC(NC(=O)CCc1nnc(-c2ccc(-c3ccccc3)cc2)o1)c1nccs1 (stereo unspecified),?,-26%,0%,-15,-4%,?,-2.0%,-16%,i
O=C(Nc1ccccc1Cl)C1CCCN(S(=O)(=O)c2ccc(F)cc2)C1 (stereo unspecified),.,7%,22%,-7,16%,-17%,-0.7%,15%,i
CSc1ccc(-c2cc3c(c4c2ccn4C)C2CCC3C2)cc1 (stereo unspecified),.,.,.,11,-43%,3%,4.8%,-6%,i

# Record cards, as listed above. Order of screens: Nrf2 block | MCF10A rerep | A549 tox | IL-1B inflam inh | HepG2 tox | ATXN2 expr inh | Nrf2 activator | TGFb inhibitor | S2 tox
# COc1ccc(CCN(Cc2nc3ccccc3c(=O)[nH]2)C(=O)c2ccco2)cc1 as listed: -16% | 10% | -8% | 3 | 7% | 1% | 0.3% | -4% | i
# COc1ccccc1NC(CC(=O)c1ccccc1)C(=O)OCC(=O)c1ccc(F)cc1 (stereo unspecified) as listed: ? | ? | 2% | 0 | -4% | 112%[activator] | 13%[9.22 µM] | 4% | i
# O=C(Nc1ccc(-c2csc(Nc3ccc(Cl)cc3)n2)cc1)c1ccccc1 as listed: -10% | 3% | -1% | 12 | -6% | -1% | 8.9% | -4% | i
# CC(NC(=O)CCc1nnc(-c2ccc(-c3ccccc3)cc2)o1)c1nccs1 (stereo unspecified) as listed: ? | -26% | 0% | -15 | -4% | ? | -2.0% | -16% | i
# CCn1c2c(c(=O)n3ncc(C(=O)Nc4ccc(F)c(Cl)c4)c13)CN(Cc1ccc(OC)cc1)CC2 as listed: . | . | 0% | . | -7% | -3% | 3.1% | ? | ?

# Fetched by compound from above (2):
SMILES,Nrf2 block,MCF10A rerep,A549 tox,IL-1B inflam inh,HepG2 tox,ATXN2 expr inh,Nrf2 activator,TGFb inhibitor,S2 tox
CCN(CC(=O)NCc1ccc(F)cc1)C(=O)c1cccc(S(=O)(=O)N(C)c2ccc(OC)cc2)c1,?,23%,-13%,0,-7%,1%,2.3%,-6%,i
CCOc1ccccc1C(=O)NCC(=O)NCCc1ccc(S(N)(=O)=O)cc1,7%,-4%,0%,12,-2%,?,0.3%,-18%,?

# Source: PubChem BioAssay (National Center for Advancing Translational Sciences (NCATS))
